# Platelet DG rel: modulates dense granule release in human platelets | human platelet-rich plasma, SFLLRN dense granule ATP release, luminescence | inhibition, %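 (compounds screened at 7.5 µM in platelet-rich plasma)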 | 0.22% of 300,000 active;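 active = mean replicate score, as percent of positive control, at or above 50; inconclusive = mean below 50 but at least one replicate at or above 50; inactive = mean and every replicate below 50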
# HSP90 refold inh: HSP90 refolding inhibition in rabbit reticulocyte lysate. luciferase refolding luminescence, 3 h. 0.91% of 290,000 active. inhibition, % at 5.6 µM. AID 1789;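 active = inhibition above the screen-wide mean plus 3 SD, computed separately per campaign, cut at about 16% in these data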;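 note: 0% = DMSO wells and 100% = 60 µM geldanamycin wells; inhibitors lower the luminescence because luciferase stays unfolded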
# SKKanGAS inh: SKKanGAS growth inhibition. inhibition, % at 7.5 µM. S. pyogenes SKKanGAS, kanamycin growth, BacTiter-Glo, 6 h. 1.3% of 300,000 active;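 active = mean replicate score, as percent of positive control median, at least 50; inconclusive = mean below 50 but one replicate at or above 50; inactive = mean and every replicate below 50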;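 note: strain carries kanamycin resistance gene driven by streptokinase promoter and grows in 40 µg/ml kanamycin; loss of luminescence reflects streptokinase promoter inhibition or plain growth inhibition; 0% = median of DMSO wells and 100% = positive control at its reference dose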
# aSyn 5UTR inh: MLPCN primary screen, SNCA 5' untranslated region | 0.82% of 300,000 active | alpha-synuclein 5'UTR reporter, inhibitor activity | inhibition, % (tested at 7.5 µM); in the data active = inhibition above about 60%; inconclusive = no clear call, values can overlap the other calls;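 note: H4 neuroglioblastoma cells stably carrying SNCA 5'UTR luciferase fusion; 0% = DMSO wells and 100% = positive control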
# HSF-1 act: increases HSF-1 driven luciferase reporter signal; AID 504408; 1.7% of 300,000 active; activation, % at 9 µM; NIH3T3-HGL HSF-1 luciferase reporter, MG132, 8 h; 100% = twice DMSO control signal;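 active = mean replicate activation of at least 50% with a set share of replicates each reaching 50%; inconclusive = only one of those two conditions met; inactive = mean below 50% and too few replicates reaching it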;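 note: 0% = median of the neutral control wells and 100% = twice that signal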
# KLF5 inh: kruppel-like factor 5 inhibition; DLD-1 KLF5 promoter-luciferase reporter, luminescence; inhibition, % at 5 µM; 0.23% of 290,000 active;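 active = inhibition above a per-plate limit of that plate's mean compound inhibition plus 3 SD, cut at about 60% in these data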;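 note: 0% = DMSO wells and 100% = LY294002 at 200 µM; higher means less KLF5 promoter-driven luciferase light; inactives centre near -14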
# HSF1 inh: HSF1 inhibition; NIH3T3-HGL HSE-luciferase, MG132-induced, luminescence 8 h; stronger effect = lower value; activity change, negative = inhibition, % at 7.5 µM (by protocol); 0.77% of 300,000 active; AID 2098;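 active = more than half of replicate wells show activity change below -50%, luminescence cut by over half; inconclusive = some wells, but at most half, below -50%; inactive = no replicate well below -50%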;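 note: luciferase reports HSF-1 transcriptional activity via heat shock element; 0% = median of DMSO wells and -100% = zero luminescence signal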
# AI-2 QS modul: modulates the Vibrio harveyi AI-2 quorum sensing system. 0.4% of 300,000 active. Vibrio harveyi JMH597 AI-2 luminescence/OD600 ratio, 9 h; stronger effect = lower value; strain lacks LuxN and CqsS sensors; 0 = neutral-control median. activity change, % at 7.5 µM; in the data active = activity change below about -75%, passing the limit was not always enough; inconclusive = no clear call, values can overlap the other calls;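 note: luminescence divided by OD600 gain over 9 h not by final OD600 alone; inactives centre near 13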
# IEC-6 tox: IEC-6 cytotoxicity, counter-screen for KLF5 inhibitors. luminescence viability. 0.78% of 290,000 active. inhibition, % at 5 µM; in the data active = inhibition above about 22%;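 note: 0% = plate median of test compound wells and 100% = cytotoxic reference compound wells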
# HIF activator: HIF pathway transcriptional activation. U2OS HRE-luciferase reporter, luminescence; normalized: DMSO 0%, desferrioxamine 100%. activation, % at 7.5 µM (by protocol). 0.32% of 300,000 active;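 active = mean activation of at least 10% of the iron chelator positive control signal, with at least half of replicates also reaching 10%; inconclusive = mean and replicate majority disagree about reaching 10%; inactive = mean and most replicates under 10%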
# Starred values were filed as active, the others as inactive; ? = inconclusive; . = no result given. Hits appear at their usual frequency. Share with any hit: about 6%.
SMILES,Platelet DG rel,HSP90 refold inh,SKKanGAS inh,aSyn 5UTR inh,HSF-1 act,KLF5 inh,HSF1 inh,AI-2 QS modul,IEC-6 tox,HIF activator
O=C(Nc1cnn(C23CC4CC(CC(C4)C2)C3)c1)c1cnn2cccnc12,0,6,-10,-15,-12,-111,-23,37,-1,1.3
CCCCn1c(N)c(N(CC(C)C)C(=O)c2cc(Cl)nc3ccccc23)c(=O)[nH]c1=O,-8,.,5,3,-3,.,0,.,.,0.8
CCc1ccccc1NC(=O)NCc1cccnc1,0,3,31,3,-8,-8,-4,3,5,-0.4
C=CCN(C(=O)CCC(=O)Nc1cc(C)on1)C(C(=O)NC1CCCC1)c1ccc(OC)c(OC)c1 (stereo unspecified),-2,2,-6,16,-20,-14,-6,23,-2,0.0
CCc1ccc(S(=O)(=O)Nc2cc3c(cc2N2CCCCC2)n(C)c(=O)c(=O)n3C)cc1,-13,1,2,-34,-18,-9,-1,16,-2,0.5
NNC(=O)c1nn(-c2ccc(Cl)cc2)cc1O,41,-4,-1,42,-72,-12,-70*,23,-4,1.7
O=C(CN1CCN(Cc2ccc(Cl)cc2)CC1)N/N=C/c1cccc(F)c1,9,-2,-1,-9,-2,-17,-4,12,-2,0.2
CCc1cc(-c2n[nH]c(C)c2Oc2ccc(C(C)C)cc2)c(O)cc1O,-4,-2,109*,5,8,-27,5,2,-2,0.3
Cc1c(O)c2cccnc2[nH]c1=O,12,-5,2,-6,-5,0,-1,8,-11,1.4
CCCCNC(=O)C1CC(=O)N(CCc2ccccc2)C1 (stereo unspecified),-7,8,-14,-3,-4,4,1,-7,3,0.1
CCc1ccccc1NC(=O)C1=CC(c2ccc(OC)c(OC)c2)=NS(=O)(=O)N1C,3,-1,-4,24,-34,-16,-18,4,-6,-0.2
O=C(OCCN1C(=O)c2cccc3c(N4CCOCC4)ccc(c23)C1=O)c1ccc(Cl)cc1,-4,0,6,53,14,-2,10,17,-4,12*
Cc1ccc(/C=N\NC(=O)c2ccc3c(c2)OCO3)o1,-8,1,0,-81,37,-59,8,20,-6,0.8
COc1ccccc1C(=O)Nc1cccc(NC(=O)c2ccccc2OC)n1,6,-5,0,-112,-15,-46,2,12,1,0.4
O=C(N/N=C/C1CC=CCC1)c1ccc(Cl)cc1O (stereo unspecified),15,0,-2,-53,-7,-36,-5,8,2,0.5
O=C(COC(=O)C1CCC(=O)N1)Nc1ccc(Br)cc1 (stereo unspecified),-12,-2,-15,-27,11,4,-3,1,-6,-0.1
COc1cccc(CNC(=O)CSc2nnc3c(n2)[nH]c2ccc(C)cc23)c1,4,3,-2,13,35,-3,0,10,-3,-0.5
N#CCC(=O)N/N=C/c1ccc(OS(=O)(=O)c2ccccc2)cc1,5,0,-5,-4,-5,-5,-2,15,-1,0.5
COc1ccc(C(=O)Cc2nnc(C)s2)cc1,3,1,0,-99,-3,-45,4,25,3,2.6
COc1cc(C(=O)NCCC(=O)NCCc2ccc(Cl)cc2)cc(OC)c1OC,0,0,-6,25,-10,-8,0,16,3,-0.7
COc1ccc(OCC(O)CNC(=O)c2ccc(OC)cc2)cc1 (stereo unspecified),1,0,-6,18,-14,-13,-2,6,-4,-0.3
Cc1nn(CC(=O)NC(C)c2ccccc2)c(=O)c2ccccc12 (stereo unspecified),-1,-2,-8,26,10,-21,-4,29,6,-0.7
O=C(CC1C(=O)NCCN1Cc1cccc(F)c1)NCCCN1CCCC1=O (stereo unspecified),7,-2,-5,14,7,-9,-3,29,5,-0.2
O=C(COC(=O)C12CC3CC(CC(Br)(C3)C1)C2)Nc1ccc2[nH]c(=O)[nH]c2c1,13,.,2,17,-10,.,-2,28,.,-0.5
C=CCOc1ccc(C=Nc2ccc(Cl)cc2)c(O)c1,0,-3,-9,-21,6,0,15,23,-7,1.2
CC(=O)Nc1ccc(N2CCCCC2)c(C(=O)Nc2cccc(C)c2)c1,-2,-2,17,16,-1,-46,1,11,1,-0.1
O=C(CC1C(=O)NCCN1C/C=C/c1ccccc1)NCCCC1CCCC1 (stereo unspecified),-2,3,-10,-44,6,-11,3,29,5,0.8
CCN1C(=O)CC(Sc2ccccc2N)C1=O (stereo unspecified),-1,0,-3,0,7,-19,5,-2,2,0.2
CC1(C)CC(=O)C=C(N2CCOCC2)C1,-4,-1,-19,-3,1,-6,5,2,0,-0.1
Cc1cccc(N2CN(Cc3cccnc3)CNC2=S)c1,4,0,-5,14,40,-15,3,24,-6,-0.1

# Exported with each value named: part of the list above
Compound: N#CCC(=O)N/N=C/c1ccc(OS(=O)(=O)c2ccccc2)cc1
  Platelet DG rel = 5
  HSP90 refold inh = 0
  SKKanGAS inh = -5
  aSyn 5UTR inh = -4
  HSF-1 act = -5
  KLF5 inh = -5
  HSF1 inh = -2
  AI-2 QS modul = 15
  IEC-6 tox = -1
  HIF activator = 0.5
Compound: COc1ccc(C(=O)Cc2nnc(C)s2)cc1
  Platelet DG rel = 3
  HSP90 refold inh = 1
  SKKanGAS inh = 0
  aSyn 5UTR inh = -99
  HSF-1 act = -3
  KLF5 inh = -45
  HSF1 inh = 4
  AI-2 QS modul = 25
  IEC-6 tox = 3
  HIF activator = 2.6
Compound: COc1cc(C(=O)NCCC(=O)NCCc2ccc(Cl)cc2)cc(OC)c1OC
  Platelet DG rel = 0
  HSP90 refold inh = 0
  SKKanGAS inh = -6
  aSyn 5UTR inh = 25
  HSF-1 act = -10
  KLF5 inh = -8
  HSF1 inh = 0
  AI-2 QS modul = 16
  IEC-6 tox = 3
  HIF activator = -0.7

# Next part:
SMILES,Platelet DG rel,HSP90 refold inh,SKKanGAS inh,aSyn 5UTR inh,HSF-1 act,KLF5 inh,HSF1 inh,AI-2 QS modul,IEC-6 tox,HIF activator
COc1ccc(CNC(=O)c2cc(-c3ccc(OC)c(OC)c3)on2)cc1,-2,1,-10,8,37,6,5,38,7,0.2
CC(C)c1ccc(C(=O)CSc2n[nH]c(-c3ccncc3)n2)cc1,-13,-2,-1,-8,0,-52,-2,4,1,0.0
Nc1nc(C(=O)N2CCOCC2)nn1S(=O)(=O)c1ccccc1,8,0,-9,-8,-5,-18,-4,15,2,1.1
COC(=O)c1nnn(CC(=O)Nc2cc(Cl)ccc2C)c1C(=O)OC,-2,2,17,-9,-26,-3,?,34,-2,-35
Cc1nn(C)c(C(=O)N2CCOCC2)c1Cl,0,-6,4,5,2,8,-13,3,10,-1.0
CSCC[C@H](NC(=O)CCCn1nnc2ccccc2c1=O)C(=O)O,1,1,-2,4,-15,-12,-6,21,3,-0.2
COc1ccc(NC(=S)NCCc2c[nH]c3ccccc23)c(OC)c1,-2,4,2,6,-9,-5,2,9,6,0.0
Cn1c(-c2ccc(Cl)cc2)cnc1N,-31,-1,.,-126,.,-22,.,43,-7,2.8
Cc1ccc(NC(=O)COC(=O)C2CC3C=CC2C3)cc1S(=O)(=O)N1CCCCC1 (stereo unspecified),1,-2,-8,15,63*,-10,33,44,4,-0.5
CCOC(=O)C(=CNc1cc(C)nn1-c1ccc(Cl)cc1)C(=O)OCC,4,4,-7,-19,-15,-27,-17,5,-3,2.2
CCOC(=O)N1CCC(n2c(SCC(=O)NCc3ccccc3)nc3ccccc3c2=O)CC1,8,1,4,14,2,4,-6,7,-3,-0.1
COCCOC(=O)CC1=NC(=O)CS1,4,1,-4,-16,-56,-60,-42,29,-1,-0.4
COc1ccc(/C=C2\SC(=S)N(NC(=O)c3ccncc3)C2=O)cc1OC,-5,-3,-9,16,24,-11,14,53,-7,-0.1
O=C(NNC(=O)c1cc(-c2ccccc2)n(-c2ccccc2)n1)c1cccc([N+](=O)[O-])c1,-10,2,5,-16,1,2,-9,13,4,-0.4
O=C(c1ccccc1)c1nccc2ccccc12,1,-3,-3,37,2,-16,-10,15,-5,-0.4

# Some values from the entries so far:
# For aSyn 5UTR inh, CCOC(=O)C(=CNc1cc(C)nn1-c1ccc(Cl)cc1)C(=O)OCC is entered as -19
# For HSF-1 act, O=C(c1ccccc1)c1nccc2ccccc12 is entered as 2

# Next part:
SMILES,Platelet DG rel,HSP90 refold inh,SKKanGAS inh,aSyn 5UTR inh,HSF-1 act,KLF5 inh,HSF1 inh,AI-2 QS modul,IEC-6 tox,HIF activator
COCC(=O)NC1CCN(S(=O)(=O)c2ccc(C(=O)O)cc2)CC1,-6,-1,7,-6,-20,-13,-4,15,-6,0.3
COC(=O)c1c(NC(=O)C(C)C)sc(C(=O)N2CCOCC2)c1C,-6,3,-1,-4,-6,6,-4,3,1,0.0
COc1ccc(/C=C(\NC(=O)c2ccco2)C(=O)N2CCOCC2)cc1,19,-3,2,-6,-22,10,-6,1,1,0.1
CCOC(=O)c1[nH]c2ccc(OC)cc2c1N=CN(C)C,0,-2,-2,-5,0,-1,-9,57,-1,0.3
CC1(C)C(=O)C2(CCCCC2)C(=O)OC1C(=O)c1ccccc1 (stereo unspecified),-4,-3,2,9,-6,-8,-4,2,0,-0.5
COCCn1c(N)c(Sc2ccc(C)cc2)c(=O)[nH]c1=O,1,2,-3,15,8,-28,11,15,3,0.7
CCCC(C)C(=O)Nc1cc([N+](=O)[O-])ccc1F (stereo unspecified),7,9,5,7,-4,6,6,0,9,-1.0
O=C(CSc1ccc2ccccc2c1)NC1CCCc2ccccc21 (stereo unspecified),7,-6,1,-14,6,8,0,28,0,-3.1
COCCNC(=S)Nc1cc2oc3ccccc3c2cc1OC,-7,0,11,-21,14,-44,-8,14,4,2.3
CCCCCn1c(CN2CCN(c3cccc(Cl)c3)CC2)nc2c1c(=O)[nH]c(=O)n2C,0,3,18,29,13,-8,6,31,0,0.0
O=C(c1ccc(S(=O)(=O)N2CCCCC2)cc1)N1CCc2ccccc2C1,-2,2,2,18,3,-15,-3,-1,-6,-0.2
O=C(Nc1ccc(Br)cc1)C1CCC(=O)N1Cc1ccccc1Cl (stereo unspecified),0,2,-6,-13,24,-8,-1,13,-1,-0.5
O=c1cc(O)n(-c2ccccc2)c(=S)[nH]1,-8,2,18,16,5,-7,-5,1,4,-49
COc1ccc(-c2cc(NC(=O)c3cncn3-c3ccccc3)ccc2OC)cc1,3,2,-6,5,13,-2,10,54,6,-0.1

# Entries listed above marked active in HSF1 inh.
Molecule | Platelet DG rel | HSP90 refold inh | aSyn 5UTR inh | HSF-1 act | KLF5 inh | HSF1 inh | AI-2 QS modul
NNC(=O)c1nn(-c2ccc(Cl)cc2)cc1O | 41 | -4 | 42 | -72 | -12 | -70* | 23

# Just HSF-1 act, for some of the entries so far:
smiles | HSF-1 act
CCOC(=O)c1[nH]c2ccc(OC)cc2c1N=CN(C)C | 0
CC1(C)C(=O)C2(CCCCC2)C(=O)OC1C(=O)c1ccccc1 (stereo unspecified) | -6

# Compound activity as filed in PubChem.
